EPAC1 antag = antagonists of human EPAC1 | EPAC1 GEF assay, Rap1b-BODIPY-GDP exchange fluorescence | actives 0.14% (n = 360,000) | O95398 | AID 720709 | Potency, µM (titrated, usually from 115 µM), for the others: at the highest dose activity change, negative = inhibition, most hits filed as inhibitors;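 also: potency is read from the fitted curve at half-maximal effect; plate controls were vehicle for no effect and positive control for full effect; nearly all actives have a fitted effect of over 50% in size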
PLK1 PBD inh = blocks phosphopeptide binding to human PLK1 polo-box domain; P53350; Plk1 PBD binding of FITC phosphopeptide, fluorescence polarization; Potency, µM, inactives show max response, negative = inhibition, usual class: inhibitors; actives 2.8% (n = 360,000); also: potency is read from the fitted curve at half-maximal effect; series mostly up to about 57 µM; % is scaled to controls: 0 for no effect and ±100 for the full control effect; nearly all actives have a fitted effect of over 65% in size
Target sequence (P53350 whole entry, looked up, the tested form may be a part): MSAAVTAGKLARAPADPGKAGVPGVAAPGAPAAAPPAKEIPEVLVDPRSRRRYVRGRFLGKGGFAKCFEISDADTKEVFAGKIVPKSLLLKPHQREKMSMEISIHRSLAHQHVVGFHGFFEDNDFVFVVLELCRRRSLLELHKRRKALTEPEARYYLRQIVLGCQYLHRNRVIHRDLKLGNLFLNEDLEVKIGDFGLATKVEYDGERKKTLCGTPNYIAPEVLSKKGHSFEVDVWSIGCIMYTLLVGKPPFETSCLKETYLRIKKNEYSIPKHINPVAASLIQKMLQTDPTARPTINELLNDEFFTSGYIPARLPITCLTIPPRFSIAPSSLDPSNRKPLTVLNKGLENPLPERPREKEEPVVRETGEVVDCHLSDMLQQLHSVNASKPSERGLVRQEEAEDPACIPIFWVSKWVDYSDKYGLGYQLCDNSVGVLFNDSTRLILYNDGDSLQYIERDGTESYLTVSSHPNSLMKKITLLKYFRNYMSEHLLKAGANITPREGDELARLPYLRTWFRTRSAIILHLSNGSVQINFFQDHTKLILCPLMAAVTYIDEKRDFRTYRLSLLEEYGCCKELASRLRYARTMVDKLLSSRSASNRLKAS
IL2 activator = activators of IL-2; actives 0.065% (n = 360,000); activation, % (series mostly up to about 46 µM); IL-2 activation reporter assay, cell-based qHTS; stimulated with anti-CD3/CD4/CD28 beads; in transgenic mouse T cells; in the data active = activation above about 50%; inconclusive = mostly about 30% to 49%; also: 0% is about no effect
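EGFP and DsRed fluorescence is measured by plate cytometry in unstimulated transgenic mouse T cells exposed to compound for 60 minutes, then stimulated 18 hours at 37 degrees C with anti-CD3/anti-CD4 beads plus anti-CD28.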
Abeta rescue = A-beta toxicity reversal in yeast. yeast expressing A-beta42, growth rescue, OD600, 48 h; response scale: 0% DMSO, 100% iron-clioquinol control. Potency, µM (series often up to 46.1 µM), for the others: at the top dose growth rescue, hits mostly activators. actives 0.063% (n = 410,000). AID 1347071; also: potency is read from the fitted curve at half-maximal effect; nearly all actives have a fitted effect of over 55% in size
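Yeast A-beta toxicity model in growth medium with pinned compounds, 48 h at 30 C; growth read as absorbance at 600 nm. Normalized to FeCl3/clioquinol equimolar mix (positive) and DMSO (negative).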
EPAC1 ag = activates human EPAC1 exchange factor | O95398 | AID 720707 | EPAC1 agonist qHTS, biochemical assay; response scale: 100% = response to 6.5 mM cAMP | Potency, µM (series often up to 154 µM), without a hit: top-dose activation, usual class: activators | actives 0.073% (n = 360,000); also: potency is read from the fitted curve at half-maximal effect; nearly all actives have a fitted effect of over 60% in size
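Fluorescent GDP-exchange assay: 100 nM EPAC1 with 250 nM Rap1B preloaded with BODIPY-GDP and 50 uM GDP; compounds tested as concentration series, 5 min at room temperature, then read every 5 min for 30 min (ex 480/em 540 nm); normalized to 6.5 mM cAMP.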
FUS yeast rescue = suppressors of FUS proteinopathy in yeast; S. cerevisiae FUS-expressing, growth rescue, OD600, 24 h; Potency, µM (highest dose often 76.6 µM), for the others: at the top dose growth rescue (activation), most hits filed as activators; actives 0.24% (n = 390,000);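 also: potency is read from the fitted curve at half-maximal effect; plate controls were DMSO vehicle for no effect and reference control for full effect; nearly all actives have a fitted effect of over 55% in size; some results filed as inactive show a strong effect at the top dose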
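Quantitative HTS measuring growth restoration of FUS-toxic yeast. Galactose-induced cells (OD 0.005) were exposed 24hr at 30C to compounds at several concentrations, then absorbance at 600 nm was recorded.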
PI5P4K alpha inh = blocks human PI5P4K alpha kinase activity. P48426. PI5P4Kalpha enzyme, ADP-Glo luminescence, 60 min; stronger effect = lower value. max response, %. actives 1.2% (n = 330,000); active = max response of -50% or lower; inconclusive = between -30% and -50%; inactive = -30% or higher; also: value at the top dose of about 77 µM; % is scaled to controls: 0 for no effect and ±100 for the full control effect
Target sequence (P48426 whole entry, looked up): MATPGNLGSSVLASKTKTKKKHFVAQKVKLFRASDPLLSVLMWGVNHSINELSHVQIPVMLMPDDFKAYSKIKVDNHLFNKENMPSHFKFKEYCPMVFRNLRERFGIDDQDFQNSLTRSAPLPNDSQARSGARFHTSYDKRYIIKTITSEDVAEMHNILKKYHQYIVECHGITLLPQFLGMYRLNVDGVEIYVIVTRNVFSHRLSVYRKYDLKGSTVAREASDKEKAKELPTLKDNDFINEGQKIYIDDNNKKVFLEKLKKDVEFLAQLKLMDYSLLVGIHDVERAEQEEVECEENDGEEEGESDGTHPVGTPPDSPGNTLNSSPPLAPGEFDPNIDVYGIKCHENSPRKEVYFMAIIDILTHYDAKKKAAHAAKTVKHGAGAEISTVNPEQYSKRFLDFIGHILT
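ADP-Glo luminescence end-point read after a 60 min room-temperature kinase reaction of PI5P4Kalpha plus substrate, initiated with ATP at 5 microM final. Buffer: 0.038 M HEPES pH 7.4, EGTA, 0.1% CHAPS, 5% DMSO.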
WRN helicase inh = blocks human WRN helicase. AID 651768. Potency, µM (series often up to 114 µM), for the others: top-dose activity change, negative = inhibition, usual class: inhibitors. WRN helicase unwinding, fluorescent forked duplex, kinetic. actives 0.46% (n = 360,000). Q14191; also: potency is read from the fitted curve at half-maximal effect; % is scaled to controls: 0 for no effect and ±100 for the full control effect; nearly all actives have a fitted effect of over 55% in size
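WRN at 20 nM final was preincubated with compound for 15 min at room temperature; reaction started with 100 nM forked duplex oligonucleotide carrying fluorophore and quencher plus 2 mM ATP (final). Unwinding followed kinetically by red fluorescence (ex 525/em 598 nm).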
* marks the source's active call; other numbers are inactive results. Unless noted, calls follow the shape of the dose curve; as a rule, active = well fitted curve in the direction sought with a large enough effect; inconclusive = small, poorly fitted or top-dose-only effect, or another doubt; inactive = no such curve, though single readings can be large; an effect the other way counts as inactive or inconclusive.

How did COC(=O)C1=C(C(=O)OC)C(c2cc([N+](=O)[O-])ccc2O)c2sc(=O)[nH]c2S1 (stereo not given) do in these assays?
EPAC1 antag: 7.4%; PLK1 PBD inh: inconclusive; IL2 activator: 0.4; Abeta rescue: 10.4%; EPAC1 ag: -5.5%; FUS yeast rescue: -26.0%; PI5P4K alpha inh: -81.0*; WRN helicase inh: 0.2%

What do the screens show for `COc1ccc(Nc2nc(N)nc(C(F)(F)F)n2)c(OC)c1`?
EPAC1 antag: -21.1%; PLK1 PBD inh: -1.0%; IL2 activator: -1.4; Abeta rescue: 7.4%; EPAC1 ag: -4.3%; FUS yeast rescue: -4.6%; PI5P4K alpha inh: 0.3; WRN helicase inh: -12.7%

How did COc1ccc(OC)c(NC(=O)c2cnn(-c3ccccc3)c2C)c1 do in these assays?
EPAC1 antag: -28.4%; PLK1 PBD inh: 7.5%; IL2 activator: -2.5; Abeta rescue: -10.5%; EPAC1 ag: -2.7%; FUS yeast rescue: 4.4%; PI5P4K alpha inh: 3.8; WRN helicase inh: -4.3%

How did CCN1CCN(CCCNC(=O)c2cc3c(=O)oc4ccc(C)cc4c3s2)CC1 do in these assays?
EPAC1 antag: 10.6%; PLK1 PBD inh: -6.8%; IL2 activator: -3.9; Abeta rescue: -16.6%; EPAC1 ag: -12.8%; FUS yeast rescue: inconclusive; PI5P4K alpha inh: -0.7; WRN helicase inh: 31.4%

What do the screens show for `COc1ccc(OCC(O)CNC(=O)c2sccc2Cl)cc1` (stereo not given)?
EPAC1 antag: 5.7%; PLK1 PBD inh: -4.8%; IL2 activator: 0.1; Abeta rescue: -5.6%; EPAC1 ag: 3.2%; FUS yeast rescue: -14.8%; PI5P4K alpha inh: 4.9; WRN helicase inh: 8.0%

Results for Cc1ccc(S(=O)(=O)n2cnc3cc([N+](=O)[O-])ccc32)c(C)c1 ?
EPAC1 antag: -6.1%; PLK1 PBD inh: -6.4%; IL2 activator: -1.3; Abeta rescue: -16.6%; EPAC1 ag: 13.4%; FUS yeast rescue: -7.7%; PI5P4K alpha inh: -0.2; WRN helicase inh: 1.1%

What do the screens show for `CSCC[C@H](NC(=O)OC(C)(C)C)c1nnc(SCC(=O)Nc2c(C)cccc2C)o1`?
EPAC1 antag: 12.7%; PLK1 PBD inh: -7.5%; IL2 activator: 0.5; Abeta rescue: -17.7%; EPAC1 ag: 3.2%; FUS yeast rescue: 2.1%; PI5P4K alpha inh: 5.3; WRN helicase inh: 7.6%

What do the screens show for `CCn1c(C)nc2cc(C(=O)NN=Cc3ccccc3OC(F)F)ccc21`?
EPAC1 antag: 1.3%; PLK1 PBD inh: 3.6%; IL2 activator: -4.6; Abeta rescue: 0.0%; EPAC1 ag: -16.3%; PI5P4K alpha inh: -2.0; WRN helicase inh: -24.0%

How did C[C@@H]1CN([C@H](C)CO)C(=O)c2c(c3ccccc3n2C)-c2ccccc2CO[C@H]1CN(C)C(=O)Nc1ccccc1 do in these assays?
EPAC1 antag: -15.4%; PLK1 PBD inh: -9.8%; IL2 activator: -2.6; Abeta rescue: 9.8%; EPAC1 ag: -18.0%; FUS yeast rescue: inconclusive; PI5P4K alpha inh: -11.4; WRN helicase inh: 0.9%

Results for CC1CC(C)(C)NC(=S)N1CCCC(=O)N1CCN(c2ccccc2F)CC1 (stereo not given) ?
EPAC1 antag: -8.5%; PLK1 PBD inh: -0.8%; IL2 activator: -3.7; Abeta rescue: 26.3%; EPAC1 ag: 2.5%; FUS yeast rescue: 12.3%; PI5P4K alpha inh: -2.0; WRN helicase inh: -3.4%

Results for O=C(Nc1ccccc1C(=O)N1CCOCC1)c1ccc(F)cc1 ?
EPAC1 antag: -3.9%; PLK1 PBD inh: -28.2%; IL2 activator: 0.4; Abeta rescue: -12.9%; EPAC1 ag: 0.2%; FUS yeast rescue: -12.1%; PI5P4K alpha inh: 2.4; WRN helicase inh: 21.8%

What do the screens show for `O=C(O)C1CN(C(=O)c2cccc(Br)c2)C1`?
EPAC1 antag: 0.6%; PLK1 PBD inh: 10.5%; IL2 activator: 0.1; Abeta rescue: -0.4%; EPAC1 ag: 8.3%; FUS yeast rescue: -11.4%; PI5P4K alpha inh: -2.1; WRN helicase inh: -5.6%

What do the screens show for `Cc1c(N=C2N=C(NC(=O)c3ccc(F)cc3)c3ccccc32)c(=O)n(-c2ccccc2)n1C`?
EPAC1 antag: 10.5%; PLK1 PBD inh: -25.3%; IL2 activator: 3.2; Abeta rescue: -0.2%; EPAC1 ag: -6.3%; FUS yeast rescue: -14.6%; PI5P4K alpha inh: -1.7; WRN helicase inh: -17.5%

Results for O=C(CSc1nnc(NC(=O)c2ccccc2Cl)s1)NC1CC1 ?
EPAC1 antag: -1.1%; PLK1 PBD inh: -5.0%; IL2 activator: -0.2; Abeta rescue: -17.9%; EPAC1 ag: 3.1%; FUS yeast rescue: 15.0%; PI5P4K alpha inh: -7.7; WRN helicase inh: -2.3%

Results for CCN(CC)S(=O)(=O)c1ccc2c(c1)N(CC(=O)Nc1cccnc1Cl)C(=O)CO2 ?
EPAC1 antag: -4.5%; PLK1 PBD inh: -0.9%; IL2 activator: 1.0; Abeta rescue: -7.9%; EPAC1 ag: 2.1%; FUS yeast rescue: -12.9%; PI5P4K alpha inh: 4.6; WRN helicase inh: 3.2%

Results for O=C(Nc1ccc(C(=O)N2CCOCC2)cc1)c1ccccc1 ?
EPAC1 antag: 8.6%; PLK1 PBD inh: -8.1%; IL2 activator: 0.4; Abeta rescue: 3.3%; EPAC1 ag: -2.6%; FUS yeast rescue: -12.9%; PI5P4K alpha inh: 0.6; WRN helicase inh: 9.3%

Results for O=C(Nc1ccc2c(c1)OCCO2)C(c1ccncc1)n1c(=O)c(-c2cc3ccccc3[nH]2)nc2ccccc21 (stereo not given) ?
EPAC1 antag: -21.2%; PLK1 PBD inh: -13.0%; IL2 activator: 1.3; Abeta rescue: 21.3%; EPAC1 ag: 4.1%; FUS yeast rescue: 44.9%; PI5P4K alpha inh: 2.5; WRN helicase inh: -8.8%

What do the screens show for `CC1CCCN(CC(=O)N2c3ccccc3Sc3ccccc32)C1` (stereo not given)?
EPAC1 antag: -29.8%; PLK1 PBD inh: -7.2%; IL2 activator: 0.3; Abeta rescue: 22.4µM*; EPAC1 ag: 0.1%; FUS yeast rescue: -20.0%; PI5P4K alpha inh: 0.2; WRN helicase inh: -5.5%

What do the screens show for `COc1ccc(-c2nn(-c3ccccc3)cc2/C=C(\CC(=O)O)c2nc3ccccc3s2)cc1OC`?
EPAC1 antag: -29.2%; PLK1 PBD inh: inconclusive; IL2 activator: 1.6; Abeta rescue: 4.4%; EPAC1 ag: -8.0%; FUS yeast rescue: 31.1%; PI5P4K alpha inh: -16.5; WRN helicase inh: inconclusive

How did CSc1ccccc1C(=O)NC1CCCCC1 do in these assays?
EPAC1 antag: 6.4%; PLK1 PBD inh: -2.2%; IL2 activator: 3.3; Abeta rescue: 9.2%; EPAC1 ag: 1.4%; FUS yeast rescue: 12.6%; WRN helicase inh: -1.4%

2 records drawn at random from those above:
How did COc1ccc(OC)c(NC(=O)c2cnn(-c3ccccc3)c2C)c1 do in these assays?
EPAC1 antag: -28.4%; PLK1 PBD inh: 7.5%; IL2 activator: -2.5; Abeta rescue: -10.5%; EPAC1 ag: -2.7%; FUS yeast rescue: 4.4%; PI5P4K alpha inh: 3.8; WRN helicase inh: -4.3%

Results for O=C(Nc1ccccc1C(=O)N1CCOCC1)c1ccc(F)cc1 ?
EPAC1 antag: -3.9%; PLK1 PBD inh: -28.2%; IL2 activator: 0.4; Abeta rescue: -12.9%; EPAC1 ag: 0.2%; FUS yeast rescue: -12.1%; PI5P4K alpha inh: 2.4; WRN helicase inh: 21.8%

Other structures follow:
Results for O=C(CCCN1C(=O)c2cccc3cccc(c23)C1=O)N1CCN(c2ncccn2)CC1 ?
EPAC1 antag: -4.2%; PLK1 PBD inh: -4.0%; IL2 activator: 0.1; Abeta rescue: -13.1%; EPAC1 ag: -7.3%; FUS yeast rescue: -4.0%; PI5P4K alpha inh: 0.2; WRN helicase inh: -1.7%

Results for Cc1ccc(S(=O)(=O)N2C[C@H]3[C@H]4C(=O)N(C5CCCCC5)C(=O)[C@H]4CC(=O)[C@H]3[C@@H]2c2ccccc2F)cc1 ?
EPAC1 antag: -5.7%; PLK1 PBD inh: -21.4%; IL2 activator: -0.8; Abeta rescue: -4.4%; EPAC1 ag: 0.4%; FUS yeast rescue: inconclusive; PI5P4K alpha inh: 5.2; WRN helicase inh: -1.0%

What do the screens show for `COc1cc(/C=N/NC(=O)C(Cc2c[nH]c3ccccc23)NC(=O)OCC(C)C)cc([N+](=O)[O-])c1OCc1ccccc1` (stereo not given)?
EPAC1 antag: -0.4%; PLK1 PBD inh: 3.5%; IL2 activator: 0.1; Abeta rescue: 16.6%; EPAC1 ag: 3.3%; FUS yeast rescue: -27.0%; PI5P4K alpha inh: 6.4; WRN helicase inh: -6.8%

How did CCCCCOc1ccc(Br)cc1CSC(=N)N do in these assays?
EPAC1 antag: -20.8%; PLK1 PBD inh: -7.2%; IL2 activator: -3.8; Abeta rescue: -4.6%; EPAC1 ag: -4.1%; FUS yeast rescue: -30.5%; PI5P4K alpha inh: 0.6; WRN helicase inh: 2.0%

How did O=C(COC(=O)CNC(=O)c1ccc(Cl)c([N+](=O)[O-])c1)NNC(=O)c1ccccc1F do in these assays?
EPAC1 antag: -0.3%; PLK1 PBD inh: -2.4%; IL2 activator: -0.1; Abeta rescue: -14.5%; EPAC1 ag: -0.5%; FUS yeast rescue: -21.6%; PI5P4K alpha inh: -5.7; WRN helicase inh: -12.9%

How did Brc1ccc(-c2nc(-c3ccccc3)no2)o1 do in these assays?
EPAC1 antag: -1.7%; PLK1 PBD inh: 2.4%; IL2 activator: 2.3; Abeta rescue: 9.5%; EPAC1 ag: 13.5%; FUS yeast rescue: 10.2%; WRN helicase inh: -1.5%

How did CC(C)(C)c1ccc(OCC(=O)Nc2ccc3c4c(cccc24)C(=O)NC3=O)cc1 do in these assays?
EPAC1 antag: inconclusive; PLK1 PBD inh: inconclusive; IL2 activator: 1.5; Abeta rescue: -8.3%; EPAC1 ag: -20.1%; FUS yeast rescue: 4.3%; PI5P4K alpha inh: -0.5; WRN helicase inh: -7.8%

Results for O=C(/C=C/c1ccco1)Nc1ccccn1 ?
EPAC1 antag: 4.6%; PLK1 PBD inh: 1.1%; IL2 activator: 2.0; Abeta rescue: -19.7%; EPAC1 ag: -18.1%; FUS yeast rescue: 6.2%; PI5P4K alpha inh: -11.9; WRN helicase inh: -6.1%
